TRPN1 ag: activates the zebrafish TRPN1 channel; HEK293 zebrafish TRPN1-YFP, Fluo-8 calcium fluorescence; 100% = response to 87 µM carbachol; activation, % at 3 µM; actives 0.18% (n = 220,000);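 active = activation above its plate's cutoff, the mean activation of test wells on that plate plus 3 SD, cut at about 19% in these data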;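 note: 0% = DMSO alone and 100% = 87 µM carbachol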
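Material: zebrafish TRPN1-YFP in HEK293 cells; Doses: single test compound dose, 3 µM nominal, 0.3% DMSO; Timing: dye loading 1 h at 37 °C, then 30 min room temperature; Technique: intracellular calcium fluorescence with Fluo-8; Benchmarks: high carbachol 87 µM, low DMSO alone.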
S1P4 antag: human S1P4 receptor antagonism; S1P4-expressing cells, antagonist mode, reporter read-out; inhibition, % at 4.98 µM; actives 0.26% (n = 220,000); in the data active = inhibition above about 29%;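 note: 0% = wells stimulated with agonist and 100% = vehicle wells without agonist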
Target sequence (O95977 whole entry, looked up): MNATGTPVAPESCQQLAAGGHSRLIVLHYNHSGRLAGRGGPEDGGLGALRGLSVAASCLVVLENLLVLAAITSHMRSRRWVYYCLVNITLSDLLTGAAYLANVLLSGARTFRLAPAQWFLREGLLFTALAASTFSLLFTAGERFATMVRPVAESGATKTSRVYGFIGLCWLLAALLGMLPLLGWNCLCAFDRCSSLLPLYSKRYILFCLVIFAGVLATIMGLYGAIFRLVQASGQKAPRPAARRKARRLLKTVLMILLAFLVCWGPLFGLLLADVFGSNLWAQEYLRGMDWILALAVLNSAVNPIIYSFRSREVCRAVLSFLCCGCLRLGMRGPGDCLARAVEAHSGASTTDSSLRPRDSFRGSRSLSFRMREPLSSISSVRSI
EP2 mod: modulators of human EP2 prostaglandin E2 receptor; P43116; actives 0.83% (n = 260,000); induction, % at 25 µM; EP2-expressing cells, cAMP HTRF FRET, PGE2 co-stimulation;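 active = compounds whose cAMP rise, as percent of the full-agonist control response, exceeds 60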;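 note: rat C6 glioma line stably carrying human EP2 under a CMV promoter; the protocol text gives 20 µM as final concentration; 100% = response of wells given 1 µM PGE2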
TRPML3 ag: agonists of human TRPML3 channel; actives 0.29% (n = 220,000); Q8TDD5; HEK293 TRPML3-YFP, Fluo-8 calcium fluorescence; 100% = the carbachol control signal; activation, % at 3 µM;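 active = activation above its plate's cutoff, the mean activation of the plate's test wells plus 3 SD, cut at about 12% in these data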;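 note: 0% = DMSO only wells and 100% = carbachol wells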
Target sequence (Q8TDD5 whole entry, looked up): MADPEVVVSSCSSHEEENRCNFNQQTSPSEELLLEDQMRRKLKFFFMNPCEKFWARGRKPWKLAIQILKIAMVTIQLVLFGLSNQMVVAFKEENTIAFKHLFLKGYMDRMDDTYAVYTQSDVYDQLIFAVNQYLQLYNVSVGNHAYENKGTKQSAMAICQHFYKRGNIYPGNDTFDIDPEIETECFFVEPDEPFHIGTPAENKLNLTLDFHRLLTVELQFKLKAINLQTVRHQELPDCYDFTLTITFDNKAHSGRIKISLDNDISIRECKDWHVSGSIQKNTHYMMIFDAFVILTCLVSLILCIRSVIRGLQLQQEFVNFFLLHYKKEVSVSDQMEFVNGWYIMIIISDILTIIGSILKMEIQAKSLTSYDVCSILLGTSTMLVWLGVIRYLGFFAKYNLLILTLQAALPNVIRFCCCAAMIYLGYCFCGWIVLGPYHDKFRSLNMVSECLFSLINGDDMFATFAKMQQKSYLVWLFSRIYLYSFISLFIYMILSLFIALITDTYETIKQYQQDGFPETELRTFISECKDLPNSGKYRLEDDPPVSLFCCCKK
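Test system: HEK293 cells stably carrying human TRPML3-YFP; Doses: single dose, 3 µM final nominal compound, 0.3% DMSO final; Schedule: dye loading 1 h 37 °C then 30 min ambient, 125 s read; Technique: Fluo-8 calcium fluorescence; Benchmarks: high control carbachol 87 µM, low control DMSO.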
S1P4 ag: activates the human S1P4 receptor; O95977; actives 0.35% (n = 220,000); S1P4-expressing cell line, agonist reporter assay; activation, % at 4.98 µM; in the data active = activation above about 11%;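 note: 0% = DMSO vehicle and 100% = reference agonist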
PERK inh: inhibitors of human PERK kinase. inhibition, % at 5.6 µM. Q9NZJ5. CHO PERK-DD fusion, SEAP luminescence translation reporter. actives 0.17% (n = 220,000). AID 1416;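 active = inhibition above the mean inhibition of all tested compounds plus 3 SD, set separately per screening campaign, cut at about 2.9% in these data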;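 note: PERK kinase domain activated by AP20187 dimerizer at 100 nM; 0% = DMSO with dimerizer and 100% = rapamycin at 8.4 µM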
BaF3 tox: parental Ba/F3 viability inhibition as JAK2V617F counter-screen | actives 1.1% (n = 220,000) | CellTiter-Glo ATP luminescence | inhibition, % at 5.6 µM;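 active = inhibition above a per-campaign cutoff, the mean inhibition of all tested compounds plus 3 SD, cut at about 27% in these data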;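 note: 0% = DMSO wells and 100% = JAK Inhibitor I control wells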
Calpain2 inh: inhibitors of pig calpain II; purified calpain II, fluorogenic peptide substrate, 30 min; AID 1236; actives 0.37% (n = 220,000); inhibition, % at 16 µM;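 active = inhibition above about 50%, limit read from the data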
Ba/F3 V617F tox: loss of viability in JAK2V617F-driven Ba/F3 cells; Ba/F3 EpoR-JAK2V617F viability, ATP luminescence; inhibition, % at 5.6 µM; actives 1.1% (n = 220,000); AID 1446;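 active = inhibition above the campaign mean plus 3 SD over all tested compounds, cut at about 24% in these data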;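 note: cytokine-independent growth of Ba/F3 cells driven by EpoR plus mutant JAK2; 0% = DMSO-treated cells and 100% = JAK inhibitor I control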
An asterisk follows results filed as active.

entry	Compound	TRPN1 ag	S1P4 antag	EP2 mod	TRPML3 ag	S1P4 ag
1	CCCC(=O)c1cc(F)c(N2CCOCC2)cc1C	0.5	-8	-46	0.8	0.1
2	CC1CN(c2ccccc2)NC1=O (stereo not given)	1.3	0	8	0.5	0.2
3	CC(C)NC(=O)CN1C(=O)c2ccccc2S1(=O)=O	1.5	12	24	0.6	0.2
4	Cc1ccc(CC(CC(=O)O)C(=O)NCC23CC4CC(CC(C4)C2)C3)cc1 (stereo not given)	-0.3	10	-5	0.3	-0.7
5	COCCNC(=O)C1CC(=O)N(C2CCCC2)C1 (stereo not given)	0.5	-13	37	1.1	-0.6
6	COc1ccc(S(=O)(=O)N(CC(=O)O)c2ccc(C)cc2)cc1	-0.3	-11	12	0.6	-0.2
7	Cn1c(NC(=O)c2ccccc2)cc(=O)n(C)c1=O	-0.4	-7	1	0.7	0.0
8	Cc1ccc(NC(=O)C/C(N)=N/O)cc1Cl	0.7	5	-13	0.1	-0.7
9	Cc1ccc(N2CCN(C3=NC(=O)/C(=C\c4cn[nH]c4-c4ccccc4)S3)CC2)cc1	-0.5	-18	0	0.3	1.1
10	O=C(CN1CCN(c2ccccn2)CC1)N(c1ccccc1)c1ccc2ccccc2c1	-0.5	-2	2	0.1	0.7
11	CCN(c1ccccc1)S(=O)(=O)c1ccc(Cl)c(NC(=O)COC(=O)c2cccc(OC)c2O)c1	0.6	-14	20	0.1	0.8
12	Cc1cccc(C(=O)Nc2ccc3c(c2)C(=O)N(CC(C)C)C3=O)c1	1.3	-8	-32	0.4	2.0

entry	PERK inh	BaF3 tox	Calpain2 inh	Ba/F3 V617F tox
1	-1.1	1	12	0
2	0.8	1	-13	-4
3	0.4	1	7	-1
4	0.9	-1	26	-4
5	0.0	2	-16	-2
6	0.0	1	-38	2
7	1.5	7	-19	1
8	0.8	-6	-17	0
9	-1.1	5	18	5
10	-1.4	6	8	6
11	-0.1	5	-13	0
12	1.2	5	-99	2

Going on with the list:
entry	Compound	TRPN1 ag	S1P4 antag	EP2 mod	TRPML3 ag	S1P4 ag
13	Cc1cccc(C)c1NC(=S)NC(C)CCc1ccccc1 (stereo not given)	-0.8	-4	6	-0.2	-2.5
14	O=C(COc1cccc(OC(F)F)c1)Nc1ccc(SC(F)F)cc1	3.5	-15	-39	-1.1	-1.3
15	Cc1cc2cc3c(cc2nc1SCC(=O)O)CCC3	-1.0	2	55	-1.2	43*
16	CCON1C(=O)C(C)(C)N(OCC)C(=O)C1(C)C	0.8	2	1	0.3	0.7
17	CC(C)CCNC(=O)CN(C(=O)CCC(=O)Nc1ccccn1)c1ccc2c(c1)OCCO2	0.0	-23	13	2.1	0.7
18	CN(C)C(=O)c1cc(C(=O)c2ccc(C(F)(F)F)cc2F)c[nH]1	1.0	-21	-8	0.6	0.9
19	COc1ccc(C2c3[nH]c4ccccc4c3CCN2C(=O)c2cn3ccccc3n2)c(F)c1 (stereo not given)	-2.4	0	-22	-0.8	-2.3
20	Cc1ccc(NCC(=O)N/N=C/c2cccn2C)cc1	-1.9	-6	-10	-0.5	-1.7
21	CCCCCCNC(=O)C(C#N)c1nc2ccccc2nc1N1CCOCC1 (stereo not given)	2.0	-15	27	1.1	0.6
22	CCNC(=S)N/N=C/c1ccccc1[N+](=O)[O-]	0.5	-8	-1	-0.1	0.9
23	Cc1cccc(/C(N)=N/OC(=O)N2CCOCC2)c1	0.0	0	-6	0.2	-0.2
24	COc1ccc(CN2CC(=O)N(c3ccccc3C)C2=S)cc1OC	-0.4	0	7	1.0	-1.3

entry	PERK inh	BaF3 tox	Calpain2 inh	Ba/F3 V617F tox
13	-0.1	11	31	7
14	0.5	5	16	7
15	1.1	7	-12	0
16	0.1	2	-10	2
17	0.8	1	-1	-1
18	1.2	3	-7	-1
19	1.5	-3	-102	-4
20	1.6	-1	14	-6
21	-0.5	-1	-337	4
22	0.0	-2	-6	1
23	0.4	6	-7	3
24	-0.6	4	29	1

The list goes on:
entry	Compound	TRPN1 ag	S1P4 antag	EP2 mod	TRPML3 ag	S1P4 ag
25	CCOC(=S)SCc1cn2ccc(C)cc2n1	-0.8	-17	-31	0.8	1.4
26	COc1ccccc1NS(=O)(=O)c1ccc(O)c(C(=O)OCC(=O)N2CCc3ccccc32)c1	1.8	-4	-13	0.1	-0.8
27	Cc1sc2ncnc(OCC(=O)NC3CCS(=O)(=O)C3)c2c1C (stereo not given)	-0.3	10	7	0.3	-0.4
28	CC1CN(c2ccc(S(=O)(=O)N3CCCC3)cn2)CC(C)O1 (stereo not given)	-0.2	3	15	0.7	-0.5
29	CCN1C(=O)/C(=C/C=C2\N(CC)c3cc(S(=O)(=O)N(C)C)ccc3N2c2ccccc2)SC1=S	22*	-7	2	5.6	1.8
30	CCCCNC(=O)CCn1c(=O)c2ccccc2n(Cc2ccccc2C)c1=O	-0.1	-26	24	0.9	1.4
31	Clc1ccc2c(c1)CNc1c(ncnc1N1CCOCC1)O2	2.3	6	-22	-0.3	-0.6
32	CCOc1ccc2nc(NC(=O)CSc3ccccc3)sc2c1	0.2	-18	14	0.2	1.5
33	O=C(CSc1nnc(Cn2nnc(-c3ccccc3)n2)n1-c1ccccc1)Nc1ccccc1	-0.7	-14	26	0.3	0.6
34	N#Cc1nc(-c2ccco2)oc1NCc1ccccc1Cl	-1.8	-6	-54	-1.1	1.7
35	O=C(Nc1nnc(CC(c2ccccc2)c2ccccc2)s1)c1ccco1	0.6	-4	27	-0.6	-0.8
36	Cc1nc(SC2CC(=O)N(c3ccccc3)C2=O)n[nH]1 (stereo not given)	0.6	-10	17	0.6	0.6

entry	PERK inh	BaF3 tox	Calpain2 inh	Ba/F3 V617F tox
25	-0.3	-1	-11	-4
26	1.0	-6	-28	-5
27	-0.3	0	7	6
28	-1.1	3	-5	-1
29	-1.0	-5	-35	0
30	1.1	5	-14	-2
31	0.7	3	-20	2
32	-1.1	4	-27	2
33	-0.8	3	-22	0
34	-0.3	0	-56	-4
35	-0.8	7	-4	4
36	1.9	-4	4	-2

Following part.
entry	Compound	TRPN1 ag	S1P4 antag	EP2 mod	TRPML3 ag	S1P4 ag
37	Cc1ccc(Nc2ccc(N3CCN(c4ccc([N+](=O)[O-])cc4)CC3)nn2)cc1	0.4	-10	18	0.9	-2.2
38	CCOC(=O)c1cc(C(=O)NC(C)c2ccccc2)c(C)[nH]c1=O (stereo not given)	0.8	5	-17	0.4	-1.9
39	COc1cc(-c2ccccc2)nc2ccccc12	-1.4	25	44	-0.8	1.3
40	O=C(OCC1CC(c2ccccc2)=NO1)c1ccco1 (stereo not given)	2.2	-4	7	0.1	0.2
41	Cc1noc(C)c1S(=O)(=O)N1CCC(C(=O)NC2CCCc3ccccc32)CC1 (stereo not given)	-0.6	-15	-17	0.2	0.7
42	Cc1c(NC(=O)C(C)OC(=O)c2sc3ccccc3c2Cl)c(=O)n(-c2ccccc2)n1C (stereo not given)	0.4	0	25	0.9	-0.1
43	CCOC(=O)c1ccc(NC(=S)N(CCCN2CCN(CC)CC2)Cc2cccs2)cc1	-0.5	-1	-6	1.6	1.5
44	CCCc1cc(=O)n2[nH]c(Cc3ccccc3)nc2n1	-0.8	6	28	0.5	2.7
45	COc1ccc(-c2csc(NC(=O)C3COc4ccccc4O3)n2)cc1OC (stereo not given)	-1.0	0	-22	-0.1	-2.0
46	COC(=O)N/N=C/c1cn(CCCOc2ccccc2)c2ccccc12	0.4	-18	-29	-0.4	1.1
47	c1cncc(-c2nc(NCCCN3CCOCC3)c3c4c(sc3n2)CCC4)c1	0.0	-10	-38	0.5	2.5
48	C/C(=C\C(=O)c1ncc(C(F)(F)F)cc1Cl)N(C)C	1.0	-4	2	0.2	-0.5

entry	PERK inh	BaF3 tox	Calpain2 inh	Ba/F3 V617F tox
37	0.7	7	-20	2
38	0.0	16	20	4
39	1.2	3	25	-4
40	1.1	1	12	-6
41	-1.2	2	-10	-3
42	0.1	7	3	2
43	-0.7	6	2	1
44	0.7	3	-28	0
45	1.8	4	-8	-2
46	-0.1	7	6	0
47	-0.6	6	-137	1
48	1.7	11	17	3

The results go on.
entry	Compound	TRPN1 ag	S1P4 antag	EP2 mod	TRPML3 ag	S1P4 ag
49	COc1ccc(CN(C2CCCC2)S(=O)(=O)c2ccc(-n3cnnn3)cc2)cc1OC	1.7	2	-9	-0.5	1.9
50	CCOc1ccccc1C1C(C(=O)OC)=C(N)OC2=C1C(=O)CCC2 (stereo not given)	-0.2	6	14	0.3	0.6
51	COc1ccc(OC)c(C(=O)CSc2nc3cccnc3n2C)c1	1.6	2	-4	0.3	-4.3
52	CC(C)(C)n1nnnc1C(c1cccnc1)N1CCN(C(=O)c2ccco2)CC1 (stereo not given)	-1.5	-18	25	0.2	3.1

entry	PERK inh	BaF3 tox	Calpain2 inh	Ba/F3 V617F tox
49	-0.6	0	21	-1
50	-0.3	0	-21	-1
51	0.2	0	9	-6
52	-0.7	7	3	1

Structural class: those above containing fluorine.
entry	Compound	TRPN1 ag	S1P4 antag	EP2 mod	TRPML3 ag	S1P4 ag
1	CCCC(=O)c1cc(F)c(N2CCOCC2)cc1C	0.5	-8	-46	0.8	0.1
14	O=C(COc1cccc(OC(F)F)c1)Nc1ccc(SC(F)F)cc1	3.5	-15	-39	-1.1	-1.3
18	CN(C)C(=O)c1cc(C(=O)c2ccc(C(F)(F)F)cc2F)c[nH]1	1.0	-21	-8	0.6	0.9
19	COc1ccc(C2c3[nH]c4ccccc4c3CCN2C(=O)c2cn3ccccc3n2)c(F)c1 (stereo not given)	-2.4	0	-22	-0.8	-2.3
48	C/C(=C\C(=O)c1ncc(C(F)(F)F)cc1Cl)N(C)C	1.0	-4	2	0.2	-0.5

entry	PERK inh	BaF3 tox	Calpain2 inh	Ba/F3 V617F tox
1	-1.1	1	12	0
14	0.5	5	16	7
18	1.2	3	-7	-1
19	1.5	-3	-102	-4
48	1.7	11	17	3
